Assay outcomes from PubChem BioAssay.
TbREL1 primary = TbREL1 inhibition, primary screen. P86926. TbREL1 RNA ligation, FRET fluorescence. inhibition, % at 9.66 µM. 0.49% of 89,000 active;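 active = inhibition above the mean inhibition across all screened compounds plus 3 SD, cut at about 11% in these data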;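 note: 0% = plate median of test wells and 100% = NSC42067 control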
Target sequence (P86926 whole entry, looked up): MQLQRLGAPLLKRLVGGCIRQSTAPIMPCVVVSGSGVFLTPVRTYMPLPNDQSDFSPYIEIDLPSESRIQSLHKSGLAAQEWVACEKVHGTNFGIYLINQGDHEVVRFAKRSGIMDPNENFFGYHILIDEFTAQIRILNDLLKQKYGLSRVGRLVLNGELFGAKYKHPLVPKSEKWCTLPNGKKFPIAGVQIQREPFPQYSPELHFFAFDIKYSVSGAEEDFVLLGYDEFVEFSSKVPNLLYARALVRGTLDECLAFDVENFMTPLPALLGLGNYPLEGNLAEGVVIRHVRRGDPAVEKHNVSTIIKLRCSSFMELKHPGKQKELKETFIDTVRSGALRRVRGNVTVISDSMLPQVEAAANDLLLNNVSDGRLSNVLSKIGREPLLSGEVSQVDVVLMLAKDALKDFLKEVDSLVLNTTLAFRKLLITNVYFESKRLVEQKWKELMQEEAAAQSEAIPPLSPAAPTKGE
* = called active by the depositor.

Preview (3 entries):
Compound	TbREL1 primary
O=C(OC1CCCCC1=O)c1cccc(S(=O)(=O)N2CCCCC2)c1 (stereo unspecified)	1.9
CCOC(=O)C(CCCOc1ccc(C)cc1)C(=O)OCC	8.5
O=C(Cn1cnc2ccccc2c1=O)Nc1ccc2c(c1)OCCO2	-1.7

The listing (from the top)
Compound	TbREL1 primary
O=C(OC1CCCCC1=O)c1cccc(S(=O)(=O)N2CCCCC2)c1 (stereo unspecified)	1.9
CCOC(=O)C(CCCOc1ccc(C)cc1)C(=O)OCC	8.5
O=C(Cn1cnc2ccccc2c1=O)Nc1ccc2c(c1)OCCO2	-1.7
COCCN(C(=O)Cc1cccs1)C(C(=O)NCc1ccc(OC)cc1)c1ccccc1 (stereo unspecified)	1.6
CCC(C)Sc1nc2ccccc2n1CC(=O)O (stereo unspecified)	0.6
CC(C)NC(=O)N(C)C[C@H]1Oc2c(NC(=O)c3ccc(-c4nccs4)cc3)cccc2C(=O)N([C@@H](C)CO)C[C@H]1C	1.6
CC(CN(C)Cc1ccccc1)OC(=O)c1ccccc1F (stereo unspecified)	-0.4
CC(=O)c1ccc(OCCCC(=O)NC(C)c2ccc(S(N)(=O)=O)cc2)cc1 (stereo unspecified)	-0.7
Cc1ccc(S(=O)(=O)/N=C2\C=C(NS(=O)(=O)c3ccccc3)C(=O)c3ccccc32)cc1	1.9
C[C@@H]1CN([C@@H](C)CO)C(=O)c2c(c3ccccc3n2C)-c2ccccc2CO[C@H]1CN(C)C(=O)[C@H](C)c1ccccc1	0.3
Cc1nn(Cc2ccc(Cl)cc2)c(C)c1NC(=O)C1CC=CCC1C(=O)O (stereo unspecified)	-1.0
O=C(c1cc(-c2ccc(Br)cc2)on1)N1CCOCC1	0.4
Cc1cc(C)n(CCCNC(=O)CCNS(=O)(=O)c2ccccc2C(F)(F)F)n1	1.3
COc1ccc(NC(=S)Nc2cnc3ccccc3c2)c(OC)c1	-0.6
N#CCCCSc1nnc(Cc2ccc3c(c2)OCO3)o1	-1.4
O=C(NC(=S)N1CCN(c2ccc(F)cc2)CC1)c1cccs1	-5.7
O=C(NNC(=O)c1ccc(Br)o1)c1ccc(NS(=O)(=O)c2cccs2)cc1	0.6
O=C(Nc1ccc(NC(=O)C23CC4CC(CC(C4)C2)C3)cn1)c1ccco1	7.0
Cc1cc(C)nc(SCNC(=O)c2ccccc2)n1	-0.1
O=C(Cn1nc(Cc2cccnc2)c2ccccc2c1=O)Nc1ccccc1F	-1.1
CCOC(=O)c1sc(/N=C/N(C)C)nc1C	0.3
CC1=C(C(=O)O)N2C(=O)C(NC(=O)c3c(F)cccc3F)C2SC1 (stereo unspecified)	0.0
COc1ccc(NC(=O)CCCNC(=O)c2ccc(Cl)cc2)cc1S(=O)(=O)N1CCOCC1	5.1
Brc1ccc(OCc2nc(-c3ccccn3)n[nH]2)cc1	-4.2
Cc1sc2nc(C3CC3)nc(N3CCN(S(=O)(=O)c4ccc(F)cc4)CC3)c2c1C	-2.1
COc1ccccc1C(=O)CSc1nnc(-c2ccncc2)n1-c1ccc(Cl)cc1	6.2
N/C(Cc1cccc2ccccc12)=N\OC(=O)COc1ccccc1	4.1
Cc1ccnc(NC(=O)c2ccccc2NC(=O)C(C)(C)C)c1	0.2
CCCn1c(OC)nc2c1c(=O)n(C)c(=O)n2C	2.2
Cn1c(=O)c2c(nc(N3CCOCC3)n2C)n(C)c1=O	0.5
CCOC(=O)[C@H]1[C@H]2COc3cc(OC)ccc3[C@@H]2N2C(=O)c3cc(F)ccc3NC(=O)[C@@]12C	-2.6
COCCCNC(=O)c1c(N)n(-c2ccc3c(c2)OCO3)c2nc3ccccc3nc12	-2.8
Cn1c(SCC(=O)Nc2cc([N+](=O)[O-])ccc2F)nnc1C(F)(F)F	-2.1
CCCc1[nH]c2ccc(C#N)cc2c1CCC	4.5
COc1ccc(OC(C)C(=O)N2CCC(C)CC2)cc1 (stereo unspecified)	0.5
COc1ccc(-c2ccc(CN3C(C)C(=O)N(Cc4cn(Cc5ccco5)nn4)CCS3(=O)=O)cc2)cc1 (stereo unspecified)	-5.8
CC(C)CC(OC(=O)c1nsc(Cl)c1Cl)C(=O)NCc1cccs1 (stereo unspecified)	-0.4
O=C(NCc1ccncc1)c1cc2ccccc2nc1Cl	-0.4
O=C(Cn1nnc(-c2ccccc2)n1)N1CCN(S(=O)(=O)c2ccc(Cl)cc2)CC1	-1.9
CC(C)(C)OC(=O)N[C@@H](COCc1ccccc1)C(=O)N[C@@H](CO)[C@H](O)[C@@H]1C[C@@H]1C(=O)N1CCCC1	2.1
CC(=O)NCCn1c(SCc2ccc(C)cc2C)nc2ccccc2c1=O	0.9
Cc1cc(C)cc(NC(=O)Nc2ccc(-n3ccc(C(F)(F)F)n3)cc2)c1	4.0
COC(=O)c1c(NC(=O)CN2CCN(c3ccccc3Cl)CC2)sc(C)c1C	10.4
CCCSc1ncccc1C(=O)O	1.0
CC(C)n1cnc2c(Nc3cccc(F)c3)nc(NCCO)nc21	-1.4
COc1cc2cnc(-c3ccsc3)cc2cc1OC	-0.4
Cc1ccc(N(CC(=O)NC2CCCCC2C)S(=O)(=O)c2c(C)nn(C)c2C)cc1 (stereo unspecified)	0.7
Cc1ccc2nc(-c3ccc(-c4cccc(Cl)c4)cc3)c(NCc3ccccc3)n2c1	-1.1
Cc1nc([N+](=O)[O-])c(Br)n1CC(=O)c1ccc(F)cc1	-2.4
NS(=O)(=O)c1ccc(CCNC(=O)c2cc([N+](=O)[O-])ccc2N2CCOCC2)cc1	-0.1

Next part.
Compound	TbREL1 primary
C[C@H]1CN(Cc2ccccc2)C(=O)[C@@H]1CC(=O)NCc1ccccc1	0.2
CCOC(=O)C(C(=O)OCC)C1CS(=O)(=O)CC1C(C(=O)OCC)C(=O)OCC (stereo unspecified)	-0.4
Cc1ccc(S(=O)(=O)NCC(=O)OCC(=O)N2CCc3ccccc32)cc1	-1.4
CCCn1nc(C(=O)Nc2ccc3nc(N4CCOCC4)sc3c2)ccc1=O	-1.5
CCOC(=O)Cc1csc(NC(=O)c2ccoc2C)n1	1.1
CCn1nc(C)cc1C(=O)NC1CCCc2c1cnn2-c1cc(F)cc(F)c1 (stereo unspecified)	-4.4
CCN(C[C@H]1N[C@@](CC)(C(=O)OC)[C@H]2C(=O)N(C)C(=O)[C@@H]12)C(C)=O	-0.5
CCOC(=O)Nc1ccc2c(c1)nc(CN1CCOCC1)n2C	-0.1
Cc1ccc(NC(=O)C2C3C=CC4(O3)C2C(=O)N(CCCN2CCCC(C)C2)C4C(=O)NC2CCCCC2)cc1 (stereo unspecified)	-2.5
Oc1ccccc1CNc1ncc(Br)cc1Br	3.4
CCc1nnc(NC(=O)C2CC(=O)N(c3ccc(C)cc3)C2)s1 (stereo unspecified)	6.0
Cc1cc(C)cc(NC(=O)Cn2nnc(C(=O)NCc3cccs3)c2N)c1	3.2
O=C(CSc1nnc(Cc2cccs2)n1Cc1ccco1)Nc1ccc(Cl)cc1Cl	-1.4
O=C(NCc1cccs1)C1CCN(c2nccs2)CC1	-2.2
O=C(CSCc1ccc(Cl)cc1)NCc1ccc2c(c1)OCO2	8.5
Cc1nn(CC(=O)Nc2ccc3c(c2)nc2n3CCOC2)c(=O)c2ccccc12	1.7
Cc1cc(C)cc(NC(=O)CSc2ccc(-c3ccccn3)nn2)c1	0.7
Cc1ccccc1N1CCN(CC(=O)Nc2ccccc2C(=O)NC2CC2)CC1	-3.9
Cc1sc(NC(=O)CCCC(=O)O)c(C#N)c1C	0.0
Cc1ccc(OCC(=O)NCCNC(=O)c2ccccn2)cc1	1.4
CCOC(=O)C1=CCN(S(=O)(=O)c2ccccc2C)C1c1ccc(Cl)cc1 (stereo unspecified)	-0.1
Cc1csc(CNc2ncnc3ccc(-c4cccc(Cl)c4)cc23)c1	5.8
Cc1ccnc2nc(C(=O)OCC(=O)NC3CCCC(C)C3C)nn12 (stereo unspecified)	0.3
COc1ccc(COc2ncnc3ccc(Br)cc23)cc1F	0.8
Cc1ccc(CN=c2c([N+](=O)[O-])nn(-c3ccc(Cl)cc3)n2O)cc1	2.1
O=C(COc1ncnc2ccccc12)NCc1ccco1	1.4
COc1ccc(NC(=O)CCN2CCCC2)c(OC)c1	-0.2
O=C(Nc1ccc(Cl)cc1)N1N=CCC1c1ccccc1 (stereo unspecified)	-2.9
CCN(CC(=O)Nc1ccccc1C(F)(F)F)C(=O)c1ccccc1Sc1ccccc1C#N	-1.9
Cc1ccc(S(=O)(=O)C2(C(=O)N3CCN(c4cc(C)ccc4C)CC3)CC2)cc1	-2.6
CC1CCN(S(=O)(=O)c2ccc(C(=O)N3CCOCC3)cc2)CC1	-1.5
Cc1nc2ccccn2c1C(O)(c1ccccc1)c1ccccc1	8.9
CC(Sc1nnnn1-c1cccc(F)c1)C(=O)NC1CCCC1 (stereo unspecified)	-0.9
CCCn1c(NC(=O)CN2C(=O)NC3(CCCC3)C2=O)nc2ccccc21	-0.5
COc1ccc([C@H]2CC(=O)C=C(c3ccc(C(F)(F)F)c(C(F)(F)F)c3)C2)cc1OC	0.8
CC(C)n1nnnc1C1c2ccccc2C(=O)N1Cc1cccnc1 (stereo unspecified)	3.1
O=C(O)c1cc2c(ccc3ccccc32)[nH]1	-1.8
Cc1ccc(C)c(NC(=O)c2ccccc2O)c1	0.4
Cc1cccc(Oc2ccc(NC(=O)c3ccccc3C(=O)O)cc2)c1	-0.7
CCOC(=O)c1c(NC(=O)c2ccc(Cl)s2)sc(C)c1C	3.1
Cc1cc(C)n(-c2ccc(C(=O)NCC(=O)Nc3cc(Cl)ccc3Cl)cc2)n1	3.3
COc1cc(C=O)ccc1OCCOCCOc1ccc(Cl)cc1	3.0
CC(C)(C)C(=O)/C=C(N)/C=C/c1ccccc1	-3.6
CN1CCN(C(=O)CN(c2ccccc2)S(=O)(=O)N(C)C)CC1	1.3
O=C(COC(=O)CNC(=O)c1ccc(Cl)cc1)Nc1cccc(S(=O)(=O)N2CCCC2)c1	0.4
CC(=O)c1sc(NC(=O)c2ccc(C)c(C)c2)nc1C	-4.5
O=C(NCC1(c2ccccc2)CCCC1)c1cccc(Br)c1	1.2
O=C(NCCCn1ccnc1)c1cc2ccccc2o1	0.9
CCN(CC)C(=O)c1cc2c(=O)oc3ccccc3c2s1	-2.6
COc1ccc(NC(C)=O)cc1S(=O)(=O)N1CCN(C(=O)c2ccccc2F)CC1	3.4

Remaining list, next part:
Compound	TbREL1 primary
O=C(Nc1ccc(F)cc1)C(c1ccccc1)N1CCN(c2ccncc2)CC1 (stereo unspecified)	7.2
CCCc1nc(N)c(C#N)c(-c2ccco2)c1CC	5.4
CC(C)(C)C(=O)Nc1ccc(S(=O)(=O)N2CCC(c3nc4ccccc4[nH]3)CC2)cc1	-2.8
CCn1c(CCNC(=O)c2ccco2)nc2ccccc21	-1.3
CCN=c1sc2ccccc2n1CC(O)COc1ccccc1 (stereo unspecified)	-2.5
Cc1cc(C)c2c(n1)SCC(=O)N2CC(=O)NCCC1=CCCCC1	-2.4
O=C(COc1ccc(S(=O)(=O)N2CCOCC2)cc1)N1CCc2ccccc2C1	-3.0
Cn1ccc2c(-c3cccc4ccccc34)cc3c(c21)C1CCC3O1 (stereo unspecified)	1.3
COc1ccccc1OCCn1c(CO)nc2ccccc21	2.6
O=c1[nH]c2nc(Cl)nc(Cl)c2[nH]1	2.5
CN(C)[C@@H]1CCN(c2ccc3c(c2)OCCCN(C2CC2)S3(=O)=O)C1	-1.1
COc1ccc(C/C(C)=N/NC(=O)c2cccnc2)cc1	0.6
Cc1onc(-c2ccccc2)c1C(=O)N1CCCCCC1	-1.0
Cc1cc(S(=O)(=O)N2CCOCC2)ccc1OCC(=O)Nc1ccc(F)cc1F	8.4
O=C(CNC(=O)c1ccc(Cl)cc1)Nc1ccccc1C(F)(F)F	-0.7
O=C(OCCCN1CCCCC1)c1ccc(O)cc1	0.8
CCCC(C)C(=O)NC1CCCCN(Cc2ccccc2C)C1=O (stereo unspecified)	-3.3
O=C(NCc1ccccc1Cl)C1CCN(S(=O)(=O)c2cccs2)CC1	3.3
O=C1CC2(CCN(C(=O)c3ccccc3[N+](=O)[O-])CC2)Oc2ccccc21	-0.7
Cn1cccc1C(=O)N1CCN(S(=O)(=O)c2cccs2)CC1	0.7
Cc1nn(C)c(N)c1C(O)(c1nccn1C)C(F)(F)F (stereo unspecified)	0.4
CCCc1nnc(NC(=O)C(CC)OC(=O)c2cc(C)nc3ccccc23)s1 (stereo unspecified)	-3.5
O=[N+]([O-])c1ccc2[nH]c(O)c(N=NC(=S)NCC3CCCO3)c2c1 (stereo unspecified)	2.9
CN1CCN(CCC(=O)N/N=C/c2cc3c(cc2[N+](=O)[O-])OCO3)CC1	5.9
CCOC(=O)CSc1nc(-c2ccccc2)nc2ccc(C)cc12	2.0

The closing 2 records of the section before come first, to join the parts.
Compound	TbREL1 primary
CN1CCN(CCC(=O)N/N=C/c2cc3c(cc2[N+](=O)[O-])OCO3)CC1	5.9
CCOC(=O)CSc1nc(-c2ccccc2)nc2ccc(C)cc12	2.0
CSCc1c(C(=O)Nc2ccc(N3CCOCC3)cc2)oc2ccccc12	-1.6
COc1ccc([C@@H]2[C@@H]3C(=O)N(C(C)(C)C)C(=O)[C@@H]3[C@]3(Cc4ccccc4)C(=O)N(c4cccc(F)c4)C(=O)N23)cc1	-3.2
COC(=O)c1ccc2nc(-c3ccccc3)c(Cc3ccc(OC)cc3C)n2c1	-0.1
C/C(=N/NC(=O)c1ccc(Cl)s1)c1cccnc1	1.7
COc1ccc(CNC(=O)c2ccc(Cn3cc(Cl)cn3)o2)cc1	-0.1
Cc1ccc(-c2cc(C(=O)NN=Cc3ccccc3OCC(=O)O)[nH]n2)cc1	6.5
COc1ccc(S[C@]2(C(=O)N3CCOCC3)CC(=O)N(c3ccsc3)[C@@H]2c2ccc(OC)cc2)cc1	-4.0

Some of the compounds tested; count on the stated rates, not on these rows.
